Screening data as filed in PubChem BioAssay.
CHRM1 PAM: human M1 muscarinic receptor positive allosteric modulators, primary screen, CHO-K1 cells, Fluo-8 calcium fluorescence, 1536-well. CHO-K1 hM1, ACh EC20; 0% = ACh EC20, 100% = maximal ACh. AID 588819, 2011. 360,000 compounds, 0.088% hits. Muscarinic acetylcholine receptor M1 (Homo sapiens), P11229. activation, % at 3 µM; in the data active means activation above about 19%, passing the limit was not always enough
CHO parental Ca: ATP-evoked calcium signal inhibitors, parental CHO, primary screen, counter-screen for OX1R antagonist project, cell-based, fluorescence, Fluo-8 calcium dye; 330,000 compounds, 0.63% hits; parental CHO-K1, ATP-induced calcium, Fluo-8 fluorescence; inhibition, % at 5.6 µM;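 active means inhibition above that plate's mean sample inhibition plus 3 SD, cut at about 26% in these data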;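 further: 0% = ATP-challenged DMSO wells and 100% = DMSO wells without ATP; some compounds past the cut are filed as inactive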
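Material – parental CHO cells · Reagent – ATP stimulus · Compound – single nominal dose of 5.6 µM per compound · Detection – Fluo-8 fluorescence · Read-out basis – percent inhibition of calcium signal · Controls – ATP-challenged DMSO wells low, unchallenged DMSO wells high · Repeats – no replicates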
M1 ag: human M1 muscarinic receptor agonists, primary screen, Fluo-8 calcium fluorescence, CHO-K1 cells, HTS; 360,000 compounds, 0.33% hits; AID 588814, 2011; CHO-K1 hM1, agonist mode; 0% DMSO, 100% acetylcholine EC100; Muscarinic acetylcholine receptor M1 (Homo sapiens), P11229; activation, % at 3 µM;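 active means activation above the run's mean compound activation plus 3 SD, cut at about 16% in these data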;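 further: peak over basal fluorescence ratio within a 140 s kinetic read after compound addition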
CHRM1 antagonist: human M1 muscarinic receptor antagonists, primary screen, CHO-K1 cells, Fluo-8 calcium fluorescence, 1536-well. CHO-K1 hM1, ACh EC80 antagonist. inhibition, % at 3 µM. 360,000 compounds, 1.3% hits. AID 588852, 2011;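 active means percent inhibition above its own plate's cutoff, namely the mean of that plate's compound wells plus 3 SD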;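 further: peak over basal fluorescence ratio during 140 s after agonist addition; 0% = ACh EC80 plus DMSO and 100% = DMSO alone without agonist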
OXTR potentiator: human OXTR potentiators, primary screen, fluorescence, CHO-OTR cells, Fluo-8 calcium. Fluo-8 calcium fluorescence, potentiator mode; 0% = oxytocin EC15, 100% = EC100. activation, % at 3 µM. 320,000 compounds, 0.061% hits;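 active means activation above that plate's cutoff, the mean activation of tested compounds plus 3 SD, cut at about 6.6% in these data, passing the limit was not always enough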;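 further: 100% uses oxytocin at 75 nM as the full agonist control; some results filed as inactive read as strong as hits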
Target sequence (P30559 whole entry, looked up): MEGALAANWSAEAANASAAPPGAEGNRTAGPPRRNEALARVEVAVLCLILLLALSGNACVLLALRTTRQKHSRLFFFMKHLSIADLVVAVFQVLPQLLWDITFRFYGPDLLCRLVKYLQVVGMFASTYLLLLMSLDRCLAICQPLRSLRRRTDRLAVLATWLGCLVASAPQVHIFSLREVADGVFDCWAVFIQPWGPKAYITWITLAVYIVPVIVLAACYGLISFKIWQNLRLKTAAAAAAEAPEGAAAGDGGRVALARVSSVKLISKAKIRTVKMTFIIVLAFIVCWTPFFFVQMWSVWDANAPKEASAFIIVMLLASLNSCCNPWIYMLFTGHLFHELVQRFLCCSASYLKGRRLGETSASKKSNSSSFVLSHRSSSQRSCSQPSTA
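Assay system: CHO-OTR cells, human receptor / Also added: oxytocin at about EC15, sub-maximal agonist stimulus / Dosing: single dose, 3.0 µM nominal final compound concentration / Incubation: 6 min pre-incubation, 100 s read / Technique: Fluo-8 calcium dye fluorescence / Read-out: % activation vs EC15 and EC100 oxytocin / Benchmarks: EC15 oxytocin low, 75 nM oxytocin high / Replicates: singlicate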
TAAR1 antagonist: human TAAR1 antagonists, primary screen, Fluo-8 calcium fluorescence, CHO RD-HGA16 cells; Trace amine-associated receptor 1 (Homo sapiens), Q96RJ0; antagonist; inhibition, % at 3 µM; 360,000 compounds, 1.5% hits; AID 624466, 2012;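 active means inhibition above a per-plate cutoff, the mean inhibition of test compounds on that plate plus 3 SD, cut at about 49% in these data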;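 further: 0% = DMSO plus EC80 beta-PEA response and 100% = DMSO alone without agonist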
Target sequence (Q96RJ0 whole entry, looked up): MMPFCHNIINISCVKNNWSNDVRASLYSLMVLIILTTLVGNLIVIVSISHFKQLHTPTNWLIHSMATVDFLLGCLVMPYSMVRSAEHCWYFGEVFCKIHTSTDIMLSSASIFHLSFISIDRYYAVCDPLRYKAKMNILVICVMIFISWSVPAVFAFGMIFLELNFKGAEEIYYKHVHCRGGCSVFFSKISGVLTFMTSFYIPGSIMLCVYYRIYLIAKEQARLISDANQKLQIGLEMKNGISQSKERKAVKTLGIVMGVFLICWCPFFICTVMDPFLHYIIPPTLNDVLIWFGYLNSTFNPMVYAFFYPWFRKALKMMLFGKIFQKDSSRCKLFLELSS
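Assay system: CHO-derived RD-HGA16 cells stably expressing human TAAR1 plus Gα16. Timing: 140 s kinetic read after compound, 140 s after agonist. Technique: kinetic Fluo-8 calcium fluorescence measurement. Measure: % inhibition of agonist calcium response.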
V1aR counter: agonists of human V1a receptor, primary screen, counter-screen for OXTR agonist project, fluorescence, CHO-V1R cells. Vasopressin V1a receptor (Homo sapiens), P37288. Fluo-8 calcium fluorescence, agonist mode; 0% DMSO, 100% 3 nM vasopressin. activation, % at 3 µM. 320,000 compounds, 0.25% hits;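 active means activation above the mean activation of all tested compounds plus 3 SD, per screening run, cut at about 20% in these data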;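 further: signal is peak over basal fluorescence ratio across a 100 second FLIPR read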
OXTR ag: human OXTR agonists, primary screen, fluorescence, CHO-OTR cells, Fluo-8 calcium; Oxytocin receptor (Homo sapiens), P30559; Fluo-8 calcium fluorescence; normalized: DMSO 0%, oxytocin 100%; activation, % at 3 µM; 320,000 compounds, 0.32% hits; AID 2435, 2010;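 active means activation above the mean of all tested compounds plus 3 SD, cutoff set per screening run, cut at about 20% in these data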;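 further: peak over basal fluorescence ratio from a 100 s FLIPR kinetic read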
TAAR1 ag: human TAAR1 agonists, primary screen, Fluo-8 calcium fluorescence, CHO RD-HGA16 cells; Trace amine-associated receptor 1 (Homo sapiens), Q96RJ0; vehicle wells 0%, saturating PEA agonist 100%; activation, % at 3 µM; 360,000 compounds, 0.99% hits;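 active means activation above the mean activation of all test compounds in the run plus 3 SD, cut at about 38% in these data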
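Assay system – CHO-derived RD-HGA16 cells with stable Gα16 and human TAAR1 · Compound dosing – one-point dosing at 3 µM (nominal) · Incubation – 17-24 h seeding, 75 min 37 °C dye, 30 min RT · Measured by – kinetic Fluo-8 calcium fluorescence · Control set – DMSO vehicle as 0%, PEA at EC100 as 100% · Repeats – single well for each compound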
* hit, by the source's call; / = not tested or not shown.

SMILES	CHRM1 PAM	CHO parental Ca	M1 ag	CHRM1 antagonist	OXTR potentiator	TAAR1 antagonist	V1aR counter	OXTR ag	TAAR1 ag
Cc1nc(Cl)c2c(n1)NC1=C(O2)C(=O)CCC1	-8	-5	-1	1	-9	3	8.7	6.0	7
C=Cn1cc(CNC[C@H]2O[C@@H](n3cnc4c(=O)[nH]c(N)nc43)[C@H](O)[C@@H]2O)c(C)n1	-2	/	-3	-23	/	-7	/	/	0
O=C(O)c1cccc(Nc2nc(Nc3ccccc3)nc(N3CCCC3)n2)c1	8	-10	-4	-6	-8	-3	-0.2	-1.6	2
CCC(CC)C(=O)NCCCCc1ccccc1	16	-7	-5	-16	2	1	0.5	-1.6	1
CCNc1nc(NCC)nc(SCCOC(=O)Nc2ccc(Cl)cc2Cl)n1	-2	-32	-8	-11	-13	12	1.8	-1.7	9
COC(=O)CNC(=O)Cn1ccc2ccccc2c1=O	-6	-1	-2	10	-14	12	-0.1	0.5	4
O=C(CN1CCCCC1)N1N=C(c2cccs2)CC1c1cccs1 (stereo not given)	-26	-11	-9	97*	-9	9	0.3	-0.7	2
CC(C)(C)NC(=O)C(c1ccc(O)cc1)N(C(=O)CCC(=O)Nc1nccs1)c1ccccc1F (stereo not given)	9	-14	-6	-9	-5	4	0.8	0.4	3
C#CCNC(=O)C1=C[C@@H](C2CC2)[C@H](CCCO)[C@@H](OCC)O1	8	-5	-5	-6	-9	2	-1.1	-0.9	5
Cc1csc(NS(=O)(=O)c2cccc([N+](=O)[O-])c2)n1	9	6	-3	-11	-3	1	0.5	0.3	1

A few values from above.
Under TAAR1 antagonist, Cc1csc(NS(=O)(=O)c2cccc([N+](=O)[O-])c2)n1 reads 1
Under CHRM1 PAM, C=Cn1cc(CNC[C@H]2O[C@@H](n3cnc4c(=O)[nH]c(N)nc43)[C@H](O)[C@@H]2O)c(C)n1 reads -2

(continued)
SMILES	CHRM1 PAM	CHO parental Ca	M1 ag	CHRM1 antagonist	OXTR potentiator	TAAR1 antagonist	V1aR counter	OXTR ag	TAAR1 ag
COC(=O)[C@@H]1C(c2ccccc2)(c2ccccc2)[C@@]1(C)C(=O)OC	1	-9	-13	5	-1	9	0.1	-2.5	-2
N#C[C@]1(S(=O)(=O)c2ccccc2)C[C@@H]2ON=C(c3cccc(Br)c3)[C@@H]2C1	-13	16	6	34*	-13	11	8.9	9.0	12
O=C(NC1CCN(C(=O)N2CCOCC2)CC1)c1ccccc1	5	-10	-3	-3	-3	-7	-0.1	0.5	1
O=C(NCCO)c1nc(C(=O)c2ccccc2)c2ccccc2n1	0	-10	-4	-2	3	0	1.3	0.5	3
COC(=O)c1cc(NC(=O)CC2Oc3ccccc3NC2=O)cc(C(=O)OC)c1 (stereo not given)	9	-3	-3	-7	2	9	0.0	0.9	7
COc1ccc(Oc2ccc(N/C=C3\CCCC3=O)cc2)cc1	1	-14	-5	-1	-10	8	5.3	2.5	-3
CCCCC(=O)NC1(C(F)(F)F)NC(=O)N(Cc2ccccc2)C1=O (stereo not given)	6	-16	-4	-3	-5	-40	0.5	-0.8	1
CCOc1ccc(NC(=O)CSc2nnc(-c3ccncc3)n2CC2CCCO2)cc1 (stereo not given)	5	-17	-1	-6	-11	-39	-0.4	0.4	2
Cc1ccc(OCC(=O)Nc2ccc(N3CCOCC3)cc2)c([N+](=O)[O-])n1	7	-3	-3	-6	-1	-10	0.1	0.3	1
O=C(Cc1ccc(Br)cc1)NC1CCCCC1	5	-11	-6	-5	1	13	-0.6	-1.0	7

A different layout for some results above.
COC(=O)c1cc(NC(=O)CC2Oc3ccccc3NC2=O)cc(C(=O)OC)c1 (stereo not given)
  CHRM1 PAM = 9
  CHO parental Ca = -3
  M1 ag = -3
  CHRM1 antagonist = -7
  OXTR potentiator = 2
  TAAR1 antagonist = 9
  V1aR counter = 0.0
  OXTR ag = 0.9
  TAAR1 ag = 7

O=C(Cc1ccc(Br)cc1)NC1CCCCC1
  CHRM1 PAM = 5
  CHO parental Ca = -11
  M1 ag = -6
  CHRM1 antagonist = -5
  OXTR potentiator = 1
  TAAR1 antagonist = 13
  V1aR counter = -0.6
  OXTR ag = -1.0
  TAAR1 ag = 7

O=C(NCCO)c1nc(C(=O)c2ccccc2)c2ccccc2n1
  CHRM1 PAM = 0
  CHO parental Ca = -10
  M1 ag = -4
  CHRM1 antagonist = -2
  OXTR potentiator = 3
  TAAR1 antagonist = 0
  V1aR counter = 1.3
  OXTR ag = 0.5
  TAAR1 ag = 3

CCCCC(=O)NC1(C(F)(F)F)NC(=O)N(Cc2ccccc2)C1=O (stereo not given)
  CHRM1 PAM = 6
  CHO parental Ca = -16
  M1 ag = -4
  CHRM1 antagonist = -3
  OXTR potentiator = -5
  TAAR1 antagonist = -40
  V1aR counter = 0.5
  OXTR ag = -0.8
  TAAR1 ag = 1

Continuation.
SMILES	CHRM1 PAM	CHO parental Ca	M1 ag	CHRM1 antagonist	OXTR potentiator	TAAR1 antagonist	V1aR counter	OXTR ag	TAAR1 ag
COc1ccccc1C(=O)Nc1ccc(C(=O)O)cc1	12	4	1	-9	-6	8	1.3	1.4	14
O=C(COC(=O)[C@@H]1CC(O)CN1S(=O)(=O)c1ccc([N+](=O)[O-])cc1)NC12CC3CC(CC(C3)C1)C2 (stereo not given in full)	0	0	-4	-5	-13	0	0.5	1.0	5
COC(=O)CSc1nc2cc(OC)ccc2n1C	1	2	-3	1	3	-9	0.3	0.2	-1
CCOCCCNC(=O)C(NC(=O)CNC(=O)c1ccccc1)c1ccc(C)cc1 (stereo not given)	9	-4	-2	-12	-12	-9	-0.7	5.0	2
CN(C)CC#CCCCCCCC#CCN(C)C	/	-9	/	/	-8	/	1.4	1.5	/
COc1ccc([C@@H]2CC(=O)c3c(O)cc(O[C@@H]4OC(CO[C@@H]5OC(C)[C@H](O)[C@@H](O)[C@H]5O)[C@@H](O)[C@H](O)[C@H]4O)cc3O2)cc1O (stereo not given in full)	-8	-10	0	15	7	-5	1.6	2.3	1
O=C(CSc1nnc(NC(=O)C2CC2)s1)NCc1ccc(F)cc1	16	4	2	-18	-6	-35	0.0	-0.9	-1
O=C(Nc1ccccc1)Nc1cccc(NC(=O)Nc2ccccc2)c1F	17	-5	5	-16	5	2	1.4	0.1	2
CC1CCN(c2ccc(C(=O)Nc3ccc4c(c3)OCO4)cc2[N+](=O)[O-])CC1	-11	-14	-9	3	-2	51*	-0.5	-1.5	0
COc1ccc(-c2sc3cc(OC)ccc3c2-c2ccc(OCCN3CCOCC3)cc2)cc1	2	-21	-2	-6	/	12	/	/	0
CCC(C)(C)c1ccc(OC(=O)c2cccnc2Cl)cc1	0	-30	0	7	-8	-3	2.2	-1.5	7
CCCN(CC1CC1)c1nc(C)nc(Nc2c(Cl)cc(Cl)cc2Cl)c1Cl	-5	-28	-3	-2	-14	-14	0.3	0.4	-1
CCOC(=O)C1CCN(C(=O)CCCCn2c(=O)[nH]c3ccccc3c2=O)CC1	6	-18	-3	-6	-11	3	-1.2	-2.1	5
O=C(COC(=O)c1ccc(Cl)cc1Cl)Nc1cccc(S(=O)(=O)NC2=NCCC2)c1	-2	-12	-1	9	-8	9	5.9	5.0	4
O=S(=O)(c1ccc2c(c1)OCCO2)N1CCC(n2nnc3cc(C(F)(F)F)ccc32)CC1	-10	7	1	31*	-9	28	6.2	5.0	4
Cc1cccnc1NC(=O)Cn1nc(-c2ccccc2)oc1=S	1	-5	2	-3	-4	-6	0.2	-1.3	1
CCOC(=O)C1=C(C)NC(C)=C(C(=O)OCC)C1C(=O)OCC(=O)NC1(C#N)CCCCC1	-8	-28	2	23	-11	63*	1.4	-1.7	17
COc1ccc(-c2nc3c(Cl)cc(C(F)(F)F)cn3c2Cc2cccc(F)c2)cc1OC	0	/	-1	-25	/	3	/	/	-1
CC(C)c1ccc(S(=O)(=O)/N=C2/C=C(Sc3ncn[nH]3)C(=O)c3ccccc32)cc1	3	-4	0	9	8	/	0.3	-1.6	/
FC(F)(F)C1=CC(c2ccc(Cl)cc2)=NCCN1	3	-5	-5	-13	-9	16	1.7	2.9	-1
Cc1ccnc(NS(=O)(=O)c2ccc(NC(=O)c3cncc(Br)c3)cc2)n1	2	-12	-8	-1	-1	1	0.9	-0.7	2
COc1ccc(/C=C/C(=O)c2ccc[nH]2)cc1OC	3	-10	-1	-3	-1	1	-0.6	0.3	6
COc1cc(OC)c(C2=NOC(C(=O)Nc3c(C)n(C)n(-c4ccccc4)c3=O)C2)cc1Cl (stereo not given)	4	-16	-5	-4	-1	-13	-0.4	-1.0	4
CSCCC(NS(=O)(=O)c1ccc(C)cc1C)C(=O)Nc1cccnc1 (stereo not given)	-11	-4	1	15	1	-10	-0.1	-0.1	0
CCN(CC)C(=S)SCC(=O)Nc1ncc2c(n1)CC(C)(C)CC2=O	7	-3	-4	-23	-2	-14	0.6	0.1	2
CC(C)(C)c1cc(CN(CCO)CCO)cc(C(C)(C)C)c1O	8	-12	-6	-8	-6	-7	-1.3	-1.7	1
CCN(CC(=O)Nc1ccccc1OC)C(=O)c1ccc(NC(=O)c2cccs2)cc1	-11	-16	-3	19	-5	44	1.5	0.1	16
C=CCSC1=Nc2cc(OC)c(OC)cc2C2=NC(=O)CN12	13	/	-6	-13	/	14	/	/	0
Cc1ccc(-n2ncc3ccccc3c2=O)cc1Cl	3	-9	-4	2	-9	9	-1.4	-1.5	-2
CCN(CC)c1ccc(/C=N/NC(=O)CNC(=O)c2cccs2)cc1	6	-12	-4	-12	-5	-17	1.0	-0.6	0

No enrichment for hits; overall some 3.7% were active at least once.
